ATXN viability: Viability Counterscreen for Primary qHTS for Inhibitors of ATXN expression; 0.49% of 400,000 active; Potency, µM (series often up to 56.7 µM), most hits filed as cytotoxic; S2 cells (HEK-293 line with an ATXN2-luciferase reporter) viability, CellTiter-Fluor protease fluorescence, 24 h; note: potency is the fitted concentration of half-maximal effect; nearly all actives have a fitted effect of over 40% in size
A549 viability: Nrf2 qHTS screen for inhibitors: counterscreen for cytotoxicity. A549 ARE-Fluc cells, CellTiter-Fluor viability, 18-24 h. 0.16% of 390,000 active. Potency, µM (highest dose often 46 µM), inactives show at the top dose activity change, negative = cytotoxicity, usual class: inhibitors; note: potency is the fitted concentration of half-maximal effect; % is set by controls: 0 for no effect and ±100 for the full control effect
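Cytotoxicity counterscreen: CellTiter-Fluor fluorescence was measured in A549 ARE_Fluc cells after 18-24 h of compound exposure in a concentration series. The subsequent BugLite luminescent read reports ARE-luciferase activity.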
Nrf2 ARE act: qHTS of Nrf2 Activators. 0.31% of 410,000 active. AREc32 ARE-luciferase reporter (MCF7-derived line), luminescence, 24 h. AID 624171, 2012. Potency, µM (titrated, usually from 46.1 µM), for the others: top-dose activation, usual class: activators; note: potency is the fitted concentration of half-maximal effect; % of control where 0% means no effect; nearly all actives have a fitted effect of over 65% in size
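Nrf2 activation is followed as ARE-luciferase induction in the AREc32 line after one day of compound treatment; luminescence is read with Steady-Glo.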
TGFb SMAD3 inh: qHTS for Inhibitors of TGF-b; HepG2 CAGA-GFP TGF-b/SMAD3 reporter, GFP fluorescence, 18 h; TGF-beta stimulated, 500 pg/mL final; Potency, µM (titrated, usually from 46.1 µM), without a hit: at the highest dose activity, negative = inhibition, most hits filed as inhibitors; 1.2% of 410,000 active; note: potency is the fitted concentration of half-maximal effect; % is set by controls: 0 for no effect and ±100 for the full control effect; nearly all actives have a fitted effect of over 65% in size
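Smad-responsive CAGA-GFP expression was quantified in HEPG2 cells exposed to compounds and 500 pg/mL final TGF-beta for 18 h at 37 degrees C; unstimulated wells defined full inhibition.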
HepG2 viability: qHTS for Inhibitors of TGF-b: Cytotox Counterscreen; HepG2 CAGA-GFP viability, ATP luminescence, 18 h; Potency, µM (top dose mostly 46.1 µM), for the others: top-dose activity change, negative = cytotoxicity, actives largely listed as cytotoxic; 0.76% of 410,000 active; AID 588856, 2011; note: potency is the fitted concentration of half-maximal effect; some results filed as inactive show a strong effect at the top dose
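CellTiter-Glo luminescence gave cytotoxicity after 18 hours at 37 degrees C. The cells were HepG2 CAGA-GFP in 1% FBS DMEM, stimulated with 500 pg/mL TGF-beta after compound addition. %Activity was normalised to no-cell wells (complete cell-killing) and DMSO (no toxicity), and curves were fitted and classified.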
Nrf2 block: Nrf2 qHTS screen for inhibitors | Potency, µM (doses to about 46 µM), for the others: at the highest dose activity change, negative = inhibition, usual class: inhibitors | A549 ARE-Fluc reporter, luciferase luminescence, 18-24 h | AID 504444, 2011 | 2.1% of 360,000 active; note: potency is the fitted concentration of half-maximal effect; % is set by controls: 0 for no effect and ±100 for the full control effect; nearly all actives have a fitted effect of over 60% in size
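Quantitative HTS in A549 cells stably bearing an antioxidant response element-firefly luciferase construct. Inhibition of Nrf2-driven transcription was scored by luminescence after 18-24 h of compound exposure at 37 °C.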
IL-2 act: qHTS of IL-2 Activators; IL-2 activation reporter assay, cell-based qHTS; stimulated with anti-CD3/CD4/CD28 beads; in transgenic mouse T cells; activation, % (series mostly up to about 46 µM); 0.065% of 360,000 active; AID 652025, 2013; in the data active = activation above about 50%; inconclusive = mostly about 30% to 49%; note: 0% is about no effect
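Unstimulated transgenic mouse T cells; 60-min compound exposure; bead-based TCR/CD4/CD28 stimulation; 18 h culture, 37 degrees C; dual fluorescence (EGFP, DsRed) plate cytometry.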
EPAC2 agonist: qHTS for Agonist of cAMP-regulated guanine nucleotide exchange factor 4 (EPAC2): primary screen. Rap guanine nucleotide exchange factor 4 (Homo sapiens), Q8WZA2. EPAC2 activation, biochemical qHTS; response scale: 100% = 6.5 mM cAMP response. Potency, µM (top dose mostly 154 µM), without a hit: top-dose activation, actives largely listed as activators. 0.079% of 360,000 active; note: potency is the fitted concentration of half-maximal effect; nearly all actives have a fitted effect of over 50% in size
Target sequence (Q8WZA2 whole entry, looked up): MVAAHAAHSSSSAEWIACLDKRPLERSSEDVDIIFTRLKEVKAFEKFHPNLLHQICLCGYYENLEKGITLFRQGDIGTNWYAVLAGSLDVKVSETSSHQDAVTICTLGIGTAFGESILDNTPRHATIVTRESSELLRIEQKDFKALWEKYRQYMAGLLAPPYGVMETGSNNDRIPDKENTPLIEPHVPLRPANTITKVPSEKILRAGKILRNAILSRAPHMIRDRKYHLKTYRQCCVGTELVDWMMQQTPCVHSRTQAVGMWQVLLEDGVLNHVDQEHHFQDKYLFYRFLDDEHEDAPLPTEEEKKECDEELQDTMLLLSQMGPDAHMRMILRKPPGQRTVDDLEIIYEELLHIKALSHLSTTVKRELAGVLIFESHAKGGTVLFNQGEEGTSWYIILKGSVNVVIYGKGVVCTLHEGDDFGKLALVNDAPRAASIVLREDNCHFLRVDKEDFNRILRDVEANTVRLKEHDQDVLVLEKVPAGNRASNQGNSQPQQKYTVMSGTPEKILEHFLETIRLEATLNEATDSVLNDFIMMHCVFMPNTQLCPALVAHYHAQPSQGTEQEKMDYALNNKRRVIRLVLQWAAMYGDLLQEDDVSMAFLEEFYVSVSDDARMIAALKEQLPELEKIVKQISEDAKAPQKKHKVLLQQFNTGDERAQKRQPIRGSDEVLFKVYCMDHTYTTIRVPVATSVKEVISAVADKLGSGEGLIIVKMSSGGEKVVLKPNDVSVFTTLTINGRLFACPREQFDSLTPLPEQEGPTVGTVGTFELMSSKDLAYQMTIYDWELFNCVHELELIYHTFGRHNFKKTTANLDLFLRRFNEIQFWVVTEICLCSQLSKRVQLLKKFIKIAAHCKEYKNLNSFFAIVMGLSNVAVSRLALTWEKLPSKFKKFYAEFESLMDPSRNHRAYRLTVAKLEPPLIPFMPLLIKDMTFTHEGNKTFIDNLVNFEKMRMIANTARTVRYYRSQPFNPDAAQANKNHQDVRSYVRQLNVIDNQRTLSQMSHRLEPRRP
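Compounds were added across a concentration range to EPAC2 (100 nM), RAP1B-BODIPY-GDP (250 nM) and GDP (50 uM). After 5 min at room temperature, fluorescence was recorded at 5-min intervals for 30 min.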
ATXN2 expr inh: Primary qHTS for Inhibitors of ATXN expression | HEK-293 ATXN2-luciferase reporter, luminescence, 24 h | Potency, µM (titrated, usually from 57 µM), for the others: at the top dose activity change, negative = inhibition, usual class: inhibitors | 0.72% of 360,000 active | AID 1745845, 2022; note: potency is the fitted concentration of half-maximal effect; % is set by controls: 0 for no effect and ±100 for the full control effect; nearly all actives have a fitted effect of over 55% in size
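qHTS (up to 57 uM final) was run with 24 h compound exposure of reporter cells at 37 °C. Each well was multiplexed: SteadyGlo luminescence measured ATXN2-luciferase expression after a fluorogenic Gly-Phe-AFC viability readout (25 uM final).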
* hit, by the source's call; i = inactive; ? = inconclusive; / = no result given; [ ] = another dose, or the depositor's remark. Unless noted, calls come from the whole dose curve; as a rule, active = well fitted curve in the direction sought with a large enough effect; inconclusive = small, poorly fitted or top-dose-only effect, or another doubt; inactive = no such curve, though single readings can be large; an effect the other way counts as inactive or inconclusive.

SMILES	ATXN viability	A549 viability	Nrf2 ARE act	TGFb SMAD3 inh	HepG2 viability	Nrf2 block	IL-2 act	EPAC2 agonist	ATXN2 expr inh
COc1ccc(OC)c(NC(=O)CSc2nc3ccccc3cc2Cc2ccccc2)c1	i	-5%	0.0%	12%	12%	?	-2.5	10%	0%
c1ccc(CNc2nc3ccccc3c3nc(-c4ccccc4)nn23)cc1	i	-5%	15%	?	1%	-19%	/	/	1%
COc1ccc(CCNC(=O)CCS(=O)(=O)c2cccc3nsnc23)cc1OC	i	3%	-0.6%	-1%	-23%	14%	1.3	0%	4%
COc1ccc(N2CCN(c3nc4c(c(=O)[nH]c(=O)n4C)n3Cc3cccc(C)c3)CC2)cc1	?	-2%	-0.9%	-13%	-13%	?	-0.2	-3%	-13%
O=C(NS(=O)(=O)Oc1cccc(Cl)c1Cl)OC[C@@H]1CCCN2CCCCC12 (stereo not given in full)	i	-4%	-0.8%	-1%	-82%	3%	0.9	5%	/
COCCOc1ccc(C(F)(F)F)cc1NC(=O)COC(=O)C12CC3CC(CC(O)(C3)C1)C2	?	-3%	-0.5%	-16%	5%	-10%	-2.8	-12%	-5%
O=C(O)Cc1ccc(NC(=O)Cc2ccc3ccccc3c2)cc1	i	-5%	0.0%	3%	3%	-11%	-0.1	1%	1%
Cc1ccc(Cn2cc(S(=O)(=O)c3cccc(C)c3)c(=O)c3cc(F)c(N4CCOCC4)cc32)cc1	/	7%	0.2%	-33%	6%	?	/	/	/
CCc1ccc(NC(=O)CSCCN2C(=O)c3ccccc3C2=O)cc1	i	0%	-0.2%	-4%	-3%	2%	-1.9	11%	-2%
COCCN(C(=O)c1sc2ccccc2c1Cl)c1c(N)n(CC(C)C)c(=O)[nH]c1=O	i	7%	-0.1%	1%	4%	7%	1.9	5%	/
O=C(Nc1ccc(N2CCCC2)c(Cl)c1)c1ccc([N+](=O)[O-])cc1	i	-2%	-0.7%	-16%	-7%	-11%	-1.6	7%	-26%
Cc1ccnc(NS(=O)(=O)c2ccc(NC(=O)CC(C)c3ccccc3)cc2)n1 (stereo not given)	i	-1%	0.1%	?	-1%	-19%	-2.5	0%	3%
c1ccc2c(c1)CN1CCCC1=N2	i	6%	0.0%	4%	3%	-20%	-0.1	5%	-9%
C[C@H](CO)N1C[C@H](C)[C@@H](CN(C)Cc2ccc(C(=O)O)cc2)Oc2ncc(Br)cc2C1=O	i	/	-0.3%	-2%	6%	/	-1.6	4%	7%
Cc1ccc2c(c1)N(CCC(=O)NCC1CCCO1)C(=O)CO2 (stereo not given)	i	/	0.4%	-6%	-16%	?	-0.7	4%	-14%
CC(C)NC(=O)c1ccccc1NC(=O)C1CCCO1 (stereo not given)	i	-1%	-1.1%	0%	0%	/	0.9	1%	-3%
COc1cccc(NC(C)C(=O)N2CC(C)OC(C)C2)c1 (stereo not given)	i	-1%	0.2%	0%	-15%	14%	-0.8	2%	1%
NS(=O)(=O)c1ccc(NC(=O)COC(=O)c2ccc(S(=O)(=O)N3CCOCC3)cc2)cc1	i	4%	-0.2%	-1%	-13%	0%	0.1	2%	4%
Cc1ccc(NC(=O)C2(C)CCN2Cc2cccc3c2OCO3)cc1O (stereo not given)	i	/	5.3%	4%	-1%	/	0.5	12%	-32%
COc1ccc(C(=O)c2cn(Cc3ccc(F)cc3)c3ccc(C)cc3c2=O)cc1	18µM*	?	8.6%	?	-7%	?	/	/	?

5 compounds from above, arranged by their value in EPAC2 agonist, highest first.
canonical_smiles	EPAC2 agonist
COCCN(C(=O)c1sc2ccccc2c1Cl)c1c(N)n(CC(C)C)c(=O)[nH]c1=O	5%
COc1cccc(NC(C)C(=O)N2CC(C)OC(C)C2)c1 (stereo not given)	2%
O=C(O)Cc1ccc(NC(=O)Cc2ccc3ccccc3c2)cc1	1%
Cc1ccnc(NS(=O)(=O)c2ccc(NC(=O)CC(C)c3ccccc3)cc2)n1 (stereo not given)	0%
COCCOc1ccc(C(F)(F)F)cc1NC(=O)COC(=O)C12CC3CC(CC(O)(C3)C1)C2	-12%

Further structures.
SMILES	ATXN viability	A549 viability	Nrf2 ARE act	TGFb SMAD3 inh	HepG2 viability	Nrf2 block	IL-2 act	EPAC2 agonist	ATXN2 expr inh
O=C(NCc1ccccc1)c1ccc(/C=N/O)nc1	i	4%	12%	-28%	4%	17%	-0.7	6%	2%
Cc1cc(Cl)nc(NC(=O)Nc2cccc(Cl)c2)n1	i	2%	6.6%	13%	-2%	24%	-0.3	2%	0%
O=C(Nc1ccccc1)c1cc(C2COCCN2C(=O)C2CC2)on1 (stereo not given)	i	/	-0.6%	6%	-4%	/	-0.3	1%	17%
COc1cc(OC)nc(C(NC(=O)C2CCN(Cc3c[nH]c4ccccc34)CC2)c2ccc(Cl)cc2)n1 (stereo not given)	/	/	-3.9%	?	10µM*	/	0.0	11%	?
CC(C)Cn1c(N)c(C(=O)COC(=O)CN2C(=O)C3CC=CCC3C2=O)c(=O)n(C)c1=O (stereo not given)	i	-16%	2.1%	-23%	-27%	4.6µM*	0.5	6%	-15%
COc1ccccc1N1CCN(C2CCCN(C(=O)CCc3ccccn3)C2)CC1 (stereo not given)	i	-2%	-0.2%	6%	0%	-1%	0.0	1%	-5%
CC(=O)Nc1ccc2nc(SCc3ccccc3)sc2c1	i	13%	3.8%	27%	-2%	?	/	/	48%[activator]
COc1ccc(CN2CCN(C(=O)C3CCC(CNS(=O)(=O)c4ccccc4)CC3)CC2)c(OC)c1OC (stereo not given)	i	6%	3.5%	-22%	-22%	?	-1.3	8%	-27%
COc1ccc(S(=O)(=O)NCC(=O)NC2CC2)cc1OC	i	2%	-0.6%	-6%	-81%	3%	-3.8	9%	-5%
COc1ccc(-c2cc3c(c4c2ccn4C)C2CCC3O2)cn1 (stereo not given)	i	/	-0.6%	-31%	-4%	/	-0.6	16%	-23%
CC(C)(CNc1ccc([N+](=O)[O-])cc1Cl)CNS(C)(=O)=O	i	-19%	-0.1%	-13%	-14%	-26%	-4.2	2%	-7%
O=C(Nc1ccc2oc(-c3cccc4c(Br)cccc34)nc2c1)c1cccc(Cl)c1	i	-4%	8.8%	-8%	10%	11%	/	/	9%
CC1=C(C(=O)N2CCCCCC2)CC(CC(=O)NCc2cccs2)C(=O)N1Cc1ccccc1 (stereo not given)	i	/	-0.9%	-15%	0%	/	-0.6	5%	5%
CCCC(=O)N1CCN(c2nnc(-c3ccccc3)c3ccccc23)CC1	i	-1%	2.0%	-14%	4%	-11%	-0.8	12%	148%[activator]
O=C(COc1ccc(Cl)cc1Cl)Nc1ccc(C(=O)Nc2ccccc2C(=O)O)cc1	i	-4%	-0.8%	-29%	16%	-23%	-2.5	9%	-9%
CC(=O)N1CCc2cc(Br)cc(S(=O)(=O)NCCCN3CCCC(C)C3)c21 (stereo not given)	i	-13%	-0.2%	-3%	-16%	8%	-0.1	2%	2%
CCCS(=O)(=O)n1nc(-c2ccc(C)cc2)cc1N	i	-1%	2.1%	2%	-29%	3%	0.3	3%	30%
COc1ccc(Cc2nc(-c3cccnc3)no2)cc1OC	i	8%	3.1%	-3%	7%	?	-0.4	2%	-3%
c1ccc(Cc2nn3c(-c4ccncc4)nnc3s2)cc1	i	3%	-0.7%	-4%	-4%	-10%	-1.7	8%	11%
O=C(c1cccc(F)c1)N1CCN(c2ccc([N+](=O)[O-])c(N3CCOCC3)c2)CC1	?	-12%	2.1%	?	-19%	-21%	0.5	-7%	-1%
CCc1cccc(NC(=O)CN(C)S(=O)(=O)c2ccc3[nH]c4c(c3c2)CCCC4)c1	i	3%	5.9%	?	-40%	?	/	/	-26%
COc1ccc(CCNC(=O)c2ccc3c(c2)N(Cc2ccccc2C)C(=O)c2ccccc2S3)cc1OC	/	6%	1.8%	-11%	-26%	/	/	/	/
CN(Cc1ccc2c(c1)OCO2)C(=O)c1cc(-c2ccccc2)c(N2CCOCC2)s1	i	18%	4.4%	?	-11%	-21%	-0.9	16%	/
COc1ccc(CN2CCCC(C(=O)N3CCCC3)C2)c(OC)c1 (stereo not given)	i	1%	-0.2%	9%	-2%	-9%	0.5	11%	2%
CC(C)Nc1nc(-c2ccccc2)nc(-n2ccnc2)n1	i	/	-0.1%	1%	-24%	?	-1.5	-3%	-3%
Cc1ccccc1OCC(=O)NC1=NCCS1	i	-13%	-0.8%	-19%	2%	?	-3.0	2%	12%
O=C(NC1=NCCS1)c1cccc(S(=O)(=O)N2CCc3ccccc32)c1	i	-6%	2.9%	0%	0%	?	0.2	-4%	-29%
COc1cccc(C2SCC(=O)N2c2ccc(Cl)cc2)c1OC (stereo not given)	i	0%	-1.2%	-6%	-11%	-9%	-3.4	16%	-21%
COc1cc(C(CC(=O)Nc2ccc(F)cc2F)N2Cc3ccccc3C2=O)cc(OC)c1OC (stereo not given)	i	1%	0.1%	7%	-18%	-29%	/	/	-3%
CCCCn1nnnc1C1(C)CCC(=O)N1Cc1cccnc1 (stereo not given)	i	/	0.0%	/	/	/	0.4	15%	14%
CC1CN(S(=O)(=O)c2cccc(C(=O)NCC3COc4ccccc4O3)c2)CC(C)O1 (stereo not given)	i	-2%	-0.1%	-26%	-8%	?	-0.4	0%	-26%

Part of the list above, as a markdown table.
| Structure | ATXN viability | A549 viability | Nrf2 ARE act | TGFb SMAD3 inh | HepG2 viability | Nrf2 block | IL-2 act | EPAC2 agonist | ATXN2 expr inh |
| --- | --- | --- | --- | --- | --- | --- | --- | --- | --- |
| COc1cc(C(CC(=O)Nc2ccc(F)cc2F)N2Cc3ccccc3C2=O)cc(OC)c1OC (stereo not given) | i | 1% | 0.1% | 7% | -18% | -29% | / | / | -3% |
| CC(C)Nc1nc(-c2ccccc2)nc(-n2ccnc2)n1 | i | / | -0.1% | 1% | -24% | ? | -1.5 | -3% | -3% |

Assay outcomes as filed in PubChem BioAssay.
